Insulin prom inh – TRM-6 insulin promoter activity inhibition; TRM-6 cells (human fetal islet line), insulin promoter-eGFP reporter, imaging; reporter expression induced with tamoxifen; inhibition, % at 2 µM; 0.9% of 130,000 active;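 active = inhibition above the mean plus 3 SD, with well images judged a real hit on visual review, cut at about 60% in these data, passing the limit was not always enough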
sdo1 growth – compounds rescuing growth of sdo1-depleted yeast, bone marrow failure model; z-score at 10 µM; S. cerevisiae sdo1-depleted JHY4D growth rescue, OD600 30 h; hits give high values; pdr5 snq2 efflux-pump mutant strain; 0.21% of 140,000 active; AID 817;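 active = z-score above 3 at both the 24 hr and the 30 hr optical density reads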;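 also: z-score against mean and SD of all compound wells on the same plate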
sdo1 growth Rescue 24 h – second read-out of sdo1 growth, no call of its own (marks repeat the call); z-score; S. cerevisiae sdo1-depleted JHY4D growth rescue, OD600; measured here: growth rescue at 24 h;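 0 is the plate mean of compound wells and units are plate SD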
* marks the source's active call; other numbers are inactive results; [ ] = another dose, or the depositor's remark.

`CN(C(=S)Nc1ccc(SC(F)F)cc1)c1ccc(O)cc1` gave Insulin prom inh 8, sdo1 growth 0.73 and sdo1 growth Rescue 24 h 1.4.
`COc1ccc(C(=O)N(CC2CCCO2)C(C(=O)NC2CCCC2)c2ccc(C)cc2)cc1OC` (stereo unspecified) gave Insulin prom inh -38, sdo1 growth 0.84 and sdo1 growth Rescue 24 h 1.3.
CC(=O)N(c1ccccc1)c1c(F)c(F)c(F)c(F)c1F was read as Insulin prom inh 0, sdo1 growth 0.9 and sdo1 growth Rescue 24 h 0.73.
COc1ccc(Cl)cc1-c1nc(SCC(=O)NCCN2C(=O)CSC2=O)n[nH]1 was read as Insulin prom inh 29, sdo1 growth -0.4 and sdo1 growth Rescue 24 h -1.7.
CCOC(=O)c1sc(NC(=O)CSc2nc(-c3ccco3)cc(C(F)(F)F)n2)c(C(=O)OC)c1C was read as Insulin prom inh -13, sdo1 growth -1.1 and sdo1 growth Rescue 24 h 0.08.
O=C(Nc1cnccn1)C1c2ccccc2Oc2ccccc21 was read as Insulin prom inh -223, sdo1 growth 0.57 and sdo1 growth Rescue 24 h 0.95.
`O=C(Nc1nccs1)C1CCCN(S(=O)(=O)c2cccnc2)C1` (stereo unspecified) gave sdo1 growth 0.83 and sdo1 growth Rescue 24 h 0.69.
Cc1c(/C=N/NC(=O)c2ccccc2O)c2ccccn2c1C(=O)c1ccc(F)cc1 was read as Insulin prom inh -84, sdo1 growth -0.7 and sdo1 growth Rescue 24 h -0.19.
`CCCNCc1cc(Br)ccc1OCC(=O)NCCc1ccccc1` gave Insulin prom inh -10, sdo1 growth 0.41 and sdo1 growth Rescue 24 h -0.21.
For CC(Nc1ccc(Cl)cc1)c1cc(Cl)ccc1O (stereo unspecified) the results were Insulin prom inh 26, sdo1 growth -2.3 and sdo1 growth Rescue 24 h -1.7.
CC(C)(C)c1ccc(C(=O)N2CCC(=O)N(C(CO)Cc3ccccc3)CC2)cc1 (stereo unspecified) was read as Insulin prom inh 33, sdo1 growth 0.61 and sdo1 growth Rescue 24 h 1.2.
`CCc1ccc(NC(=O)CSc2ccc(-c3ccco3)nn2)cc1` gave Insulin prom inh 42.
`O=C1CCC(c2ccccc2)N1C(=O)c1cccnc1` (stereo unspecified) gave Insulin prom inh -57, sdo1 growth -0.87 and sdo1 growth Rescue 24 h -1.1.
Screening O=C(COC(=O)c1ccc(S(=O)(=O)NCc2ccco2)cc1)NCC1CCCCC1 returned Insulin prom inh -8, sdo1 growth 0.01 and sdo1 growth Rescue 24 h 0.25.
CCCS(=O)(=O)N1CCC(C(=O)NCC2CCCO2)CC1 (stereo unspecified) was read as sdo1 growth -0.23 and sdo1 growth Rescue 24 h 0.39.

Eleven compounds already listed, arranged by count of non-hydrogen atoms, high to low:
`COc1ccc(C(=O)N(CC2CCCO2)C(C(=O)NC2CCCC2)c2ccc(C)cc2)cc1OC` (stereo unspecified) gave Insulin prom inh -38, sdo1 growth 0.84 and sdo1 growth Rescue 24 h 1.3.
Cc1c(/C=N/NC(=O)c2ccccc2O)c2ccccn2c1C(=O)c1ccc(F)cc1 was read as Insulin prom inh -84, sdo1 growth -0.7 and sdo1 growth Rescue 24 h -0.19.
CC(C)(C)c1ccc(C(=O)N2CCC(=O)N(C(CO)Cc3ccccc3)CC2)cc1 (stereo unspecified) was read as Insulin prom inh 33, sdo1 growth 0.61 and sdo1 growth Rescue 24 h 1.2.
COc1ccc(Cl)cc1-c1nc(SCC(=O)NCCN2C(=O)CSC2=O)n[nH]1 was read as Insulin prom inh 29, sdo1 growth -0.4 and sdo1 growth Rescue 24 h -1.7.
`CCCNCc1cc(Br)ccc1OCC(=O)NCCc1ccccc1` gave Insulin prom inh -10, sdo1 growth 0.41 and sdo1 growth Rescue 24 h -0.21.
`CCc1ccc(NC(=O)CSc2ccc(-c3ccco3)nn2)cc1` gave Insulin prom inh 42.
O=C(Nc1cnccn1)C1c2ccccc2Oc2ccccc21 was read as Insulin prom inh -223, sdo1 growth 0.57 and sdo1 growth Rescue 24 h 0.95.
`CN(C(=S)Nc1ccc(SC(F)F)cc1)c1ccc(O)cc1` gave Insulin prom inh 8, sdo1 growth 0.73 and sdo1 growth Rescue 24 h 1.4.
CC(=O)N(c1ccccc1)c1c(F)c(F)c(F)c(F)c1F was read as Insulin prom inh 0, sdo1 growth 0.9 and sdo1 growth Rescue 24 h 0.73.
`O=C1CCC(c2ccccc2)N1C(=O)c1cccnc1` (stereo unspecified) gave Insulin prom inh -57, sdo1 growth -0.87 and sdo1 growth Rescue 24 h -1.1.
For CC(Nc1ccc(Cl)cc1)c1cc(Cl)ccc1O (stereo unspecified) the results were Insulin prom inh 26, sdo1 growth -2.3 and sdo1 growth Rescue 24 h -1.7.

(list continues)
Screening O=C(CSc1nncn1-c1cccnc1)N1CCOCC1 returned Insulin prom inh -8, sdo1 growth -0.36 and sdo1 growth Rescue 24 h -0.16.
For CN(C)c1nc(SCCOC(=O)COc2ccc(Cl)cc2Cl)nc(N(C)C)n1 the results were Insulin prom inh 3, sdo1 growth 0.62 and sdo1 growth Rescue 24 h 0.98.
Screening COc1ccc2c3c(c(=O)oc2c1OCC(N)=O)CCCC3 returned Insulin prom inh 36, sdo1 growth 0.44 and sdo1 growth Rescue 24 h 0.02.
For CC1(C)SC(=S)N(/N=C/c2ccc(O)cc2)C1N(O)C(=O)Nc1ccc([N+](=O)[O-])cc1 (stereo unspecified) the results were Insulin prom inh 2, sdo1 growth -0.03 and sdo1 growth Rescue 24 h -0.25.
`CC1=CC(=C(C#N)c2nc3ccccc3s2)C=C(C)N1c1ccc(F)cc1` gave sdo1 growth -1.6 and sdo1 growth Rescue 24 h -1.5.
O=c1oc2cc(O)c(Cl)cc2c2ccccc12 was read as Insulin prom inh -153, sdo1 growth -1.2 and sdo1 growth Rescue 24 h -1.2.
Screening Cn1cc(S(=O)(=O)N2CCC(Cc3ccccc3)CC2)c(=O)n(C)c1=O returned sdo1 growth -0.32 and sdo1 growth Rescue 24 h -0.7.
`CCn1cc(C(=O)NCc2ccc3c(c2)OCO3)c2cc(OC)c(OC)cc2c1=O` gave sdo1 growth 0.2 and sdo1 growth Rescue 24 h 1.3.
Screening CCNc1cccc2c1C(=O)N(C)C2=O returned Insulin prom inh 44, sdo1 growth 0.85 and sdo1 growth Rescue 24 h -0.21.
COC(=O)N/C(C)=C1/NC(=O)c2ccccc2C(c2ccccc2)N1 (stereo unspecified) was read as Insulin prom inh -50, sdo1 growth 0.11 and sdo1 growth Rescue 24 h -0.42.
`Cc1ccccc1C(=O)N1CCN(c2nc(N3CCOCC3)nc(N3CCOCC3)n2)CC1` gave Insulin prom inh -41, sdo1 growth 0.4 and sdo1 growth Rescue 24 h 0.2.
Screening O=C(Cn1cc([N+](=O)[O-])cn1)Nc1nc2ccccc2s1 returned Insulin prom inh 25, sdo1 growth 0.53 and sdo1 growth Rescue 24 h 0.08.
`CCC(C)(C(=O)NC1CCCCC1)N(Cc1ccco1)C(=O)c1ccccn1` (stereo unspecified) gave Insulin prom inh 25, sdo1 growth 2 and sdo1 growth Rescue 24 h 2.
`c1cncc(-c2nc(NCc3ccco3)c3ccccc3n2)c1` gave Insulin prom inh 6, sdo1 growth -1.8 and sdo1 growth Rescue 24 h -1.7.
Screening CC(CCO)Nc1nc2c([nH]1)c(=O)n(C)c(=O)n2C (stereo unspecified) returned Insulin prom inh 69, sdo1 growth 0.88 and sdo1 growth Rescue 24 h -0.26.

The closing 2 compounds of the section before are carried over, then new ones follow.
`c1cncc(-c2nc(NCc3ccco3)c3ccccc3n2)c1` gave Insulin prom inh 6, sdo1 growth -1.8 and sdo1 growth Rescue 24 h -1.7.
Screening CC(CCO)Nc1nc2c([nH]1)c(=O)n(C)c(=O)n2C (stereo unspecified) returned Insulin prom inh 69, sdo1 growth 0.88 and sdo1 growth Rescue 24 h -0.26.
Screening NCCCn1cnc2ccccc21 returned Insulin prom inh -110.
COc1ccc(S(=O)(=O)N(Cc2cc3cc(C)ccc3[nH]c2=O)CC2CCCO2)cc1 (stereo unspecified) was read as sdo1 growth -0.66 and sdo1 growth Rescue 24 h -1.2.
`Cc1ccc(Cn2nnc3c(=O)[nH]c(C(=O)NCc4ccco4)nc32)cc1` gave Insulin prom inh -22, sdo1 growth 0.83 and sdo1 growth Rescue 24 h 1.9.
For Cc1ccccc1Oc1cccc(C(=O)/C(C#N)=C/N(C)C)c1 the results were Insulin prom inh -14, sdo1 growth -0.53 and sdo1 growth Rescue 24 h 0.02.
O=c1oc2ccccc2c2c1SC(C(F)(F)F)C2 (stereo unspecified) was read as Insulin prom inh -19, sdo1 growth 0.43 and sdo1 growth Rescue 24 h 0.45.
`O=S(=O)(c1ccccc1)c1nc(-c2ccco2)oc1NCc1ccccc1` gave Insulin prom inh 20, sdo1 growth -0.26 and sdo1 growth Rescue 24 h 0.11.
COc1ccccc1/C=N/n1cnnc1 was read as sdo1 growth 0.28 and sdo1 growth Rescue 24 h -0.51.
`CN(C)c1ccc(CNc2ccc3c(c2)ncn3C)cc1` gave Insulin prom inh 3, sdo1 growth 0.82 and sdo1 growth Rescue 24 h 0.79.
Screening Cc1ccc(S(=O)(=O)C(C#N)c2nc3ccccc3nc2N2CCN(C)CC2)cc1 (stereo unspecified) returned Insulin prom inh 17, sdo1 growth 0.78 and sdo1 growth Rescue 24 h 1.3.
Screening CCN(CC)CCNc1ncnc2c1[nH]c1ccc(OC)cc12 returned sdo1 growth -0.62[13.3 µM] and sdo1 growth Rescue 24 h -1.2.
For Cc1ccc(/C=C2\Oc3cc(OC(=O)N4CCOCC4)ccc3C2=O)cc1 the results were Insulin prom inh 2, sdo1 growth 0.04 and sdo1 growth Rescue 24 h 0.7.
CC(C)CNc1nc(Oc2ccc(=O)n(C)n2)nc(N2CCOCC2)n1 was read as Insulin prom inh -70, sdo1 growth -0.64 and sdo1 growth Rescue 24 h -1.1.
For CCOC(=O)c1c(C(C)(C)C)oc2ccc(O)cc12 the results were Insulin prom inh -33, sdo1 growth -1.3 and sdo1 growth Rescue 24 h -0.72.
For Nc1nc(/C=C/c2cccnc2)nc(-c2ccccc2O)n1 the results were Insulin prom inh -43.
Screening O=C(NCCc1csc(-c2ccc(C(F)(F)F)cc2)n1)c1cccs1 returned sdo1 growth -1.1 and sdo1 growth Rescue 24 h 1.3.
Screening Cc1cc(C)nc(NC(=O)c2ccc(Cl)c(Cl)c2)n1 returned Insulin prom inh 0, sdo1 growth 0.36 and sdo1 growth Rescue 24 h 0.36.
`Cc1ccc(S(=O)(=O)NCC(=O)OC(C)C(=O)Nc2ncc(Cl)cc2Cl)cc1` (stereo unspecified) gave Insulin prom inh 37, sdo1 growth 0.08 and sdo1 growth Rescue 24 h 0.08.
`CCOC(=O)N1CCN(S(=O)(=O)c2ccc(OCC)c(C)c2)CC1` gave Insulin prom inh -113, sdo1 growth -0.04 and sdo1 growth Rescue 24 h 0.07.
Cc1[nH][nH]c(=O)c1N=Nc1ccccc1 was read as Insulin prom inh -7, sdo1 growth 0.48 and sdo1 growth Rescue 24 h 0.31.
For Cc1ccc(-c2nnn(CC(=O)N(CC(=O)NC3CCCC3)c3ccc(F)c(Cl)c3)n2)o1 the results were Insulin prom inh 44, sdo1 growth -1.3 and sdo1 growth Rescue 24 h -0.25.
Screening COC(=O)CN1C(=O)CSc2ncccc21 returned Insulin prom inh -7, sdo1 growth 0.49 and sdo1 growth Rescue 24 h -0.55.
`COc1cc(C(=S)N2CCCC2)ccc1O` gave sdo1 growth 1.1 and sdo1 growth Rescue 24 h 0.45.
For C/C(=N\NS(=O)(=O)c1cccc([N+](=O)[O-])c1)c1cc2ccccc2o1 the results were Insulin prom inh 19, sdo1 growth -0.03 and sdo1 growth Rescue 24 h -0.53.
For CCn1cc([N+](=O)[O-])c(C(=O)Nc2c(C)nn(Cc3c(F)c(F)c(F)c(F)c3F)c2C)n1 the results were Insulin prom inh 30, sdo1 growth -0.46 and sdo1 growth Rescue 24 h -1.1.
For CN(C)S(=O)(=O)c1cccc(C(=O)OCC(=O)c2ccc3c(c2)NC(=O)CO3)c1 the results were Insulin prom inh 14, sdo1 growth -0.6 and sdo1 growth Rescue 24 h -0.74.
Screening CCOC(=O)c1cccc(NC(=O)CSc2nnc(-c3cccnc3)n2CC)c1 returned Insulin prom inh -81, sdo1 growth 1.1 and sdo1 growth Rescue 24 h 1.4.
Screening O=C(Cc1ccc(Cl)cc1)N/N=C1\CCCc2ccccc21 returned Insulin prom inh 29, sdo1 growth -0.34 and sdo1 growth Rescue 24 h -0.29.
For COc1ccc(CNC(=O)/C=C/c2ccc(S(=O)(=O)NCc3ccco3)cc2)cc1OC the results were Insulin prom inh 50, sdo1 growth 0.11 and sdo1 growth Rescue 24 h -0.61.
Screening COc1cc2cc(C(=O)O)n(C)c2c(OC)c1OC returned sdo1 growth 0.59 and sdo1 growth Rescue 24 h 0.82.
O=C(CCC1CCCN(C(=O)c2cc(C3CC3)[nH]n2)C1)N1CCN(c2ccccn2)CC1 (stereo unspecified) was read as Insulin prom inh -15.
For Nc1ccc(C(=O)OCc2nc3ccccc3[nH]2)cc1 the results were sdo1 growth 0.32 and sdo1 growth Rescue 24 h 0.28.
Screening CCn1ncc(CNC(=O)c2cccc([N+](=O)[O-])c2)c1C returned sdo1 growth 0.13 and sdo1 growth Rescue 24 h -0.7.
For Cc1c(Br)c(=O)[nH]c(=O)n1COCc1ccccc1 the results were Insulin prom inh -71, sdo1 growth -0.92 and sdo1 growth Rescue 24 h -1.2.
`Nc1ccccc1Oc1ccc2ccccc2c1` gave Insulin prom inh 44.
Screening COc1ccc(C2C(C#N)=C(N)OC3=C2C(=O)CC(C)(C)C3)cc1Cn1nc(C)c([N+](=O)[O-])c1C (stereo unspecified) returned sdo1 growth 1.6 and sdo1 growth Rescue 24 h 2.
Screening CC1=C(C(=O)OCc2ccccc2)C(c2ccc(Cl)cc2Cl)NC(=O)N1CCCC(=O)O (stereo unspecified) returned Insulin prom inh 55, sdo1 growth -0.55 and sdo1 growth Rescue 24 h -0.56.
